FBA Mtb inh – Mtb FBA enzyme inhibitors, primary screen, biochemical, fluorescence, strain H37Rv | purified M. tuberculosis FBA, fluorescence read-out | inhibition, % at 1 µM | AID 588726, 2011 | Fructose-bisphosphate aldolase (Mycobacterium tuberculosis (strain ATCC 25618 / H37Rv)), … | 360,000 tested, 2.3% active; in the data active = inhibition above about 27%;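 also: 0% = vehicle and 100% = reference inhibitor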
Target sequence (P9WQA3 whole entry, looked up): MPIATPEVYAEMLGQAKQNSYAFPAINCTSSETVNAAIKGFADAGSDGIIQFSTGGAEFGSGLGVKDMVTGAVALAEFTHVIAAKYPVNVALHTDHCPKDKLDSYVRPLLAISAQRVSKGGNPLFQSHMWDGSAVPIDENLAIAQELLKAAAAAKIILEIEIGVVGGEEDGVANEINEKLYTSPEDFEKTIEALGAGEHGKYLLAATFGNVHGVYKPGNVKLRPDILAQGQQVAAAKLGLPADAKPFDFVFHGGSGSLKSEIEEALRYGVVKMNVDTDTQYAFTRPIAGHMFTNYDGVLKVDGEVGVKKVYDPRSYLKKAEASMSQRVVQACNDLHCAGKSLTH
3CLpro inhibitor – SARS-CoV 3CLpro protease inhibitors, primary screen, biochemical, quenched FRET | AID 1706, 2009 | 290,000 tested, 0.14% active | Replicase polyprotein 1ab (Severe acute respiratory syndrome coronavirus), P0C6X7 | recombinant SARS-CoV 3CLpro, quenched FRET peptide cleavage | inhibition, % at 6 µM; in the data active = inhibition above about 12%
GDH-TPI inh – GDH-TPI coupling enzyme inhibitors, primary screen, artefact control for M. tuberculosis FBA inhibitor project, biochemical, absorbance, full deck; 360,000 tested, 1.2% active; AID 588335, 2011; inhibition, % at 4.8 µM; GDH-TPI coupled enzyme counterscreen, NADH absorbance; in the data active = inhibition above about 30%;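 also: 0% = DMSO wells and 100% = wells lacking the enzyme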
MazEF act – activators of E. coli MazEF toxin-antitoxin RNase, primary screen, biochemical, fluorescence, uHTS; FAM/BHQ RNA-DNA oligo cleavage fluorescence, 5 h; activation, % at 20 µM; 350,000 tested, 0.32% active; AID 504720, 2011; in the data active = activation above about 50%
Target sequence (P0AE70 whole entry, looked up): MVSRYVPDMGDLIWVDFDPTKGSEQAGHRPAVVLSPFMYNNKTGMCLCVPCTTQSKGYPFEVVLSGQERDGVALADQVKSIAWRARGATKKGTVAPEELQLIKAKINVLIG
PriA SSB inh – inhibitors of Klebsiella pneumoniae PriA binding to SSB C-terminal tail, primary screen, biochemical, AlphaScreen. inhibition, % at 33 µM. 430,000 tested, 0.6% active. AlphaScreen SSBct-PriA binding, biotinylated peptide. AID 1272365, 2023. PriA–SSB C-terminal tail interaction (Klebsiella pneumoniae); in the data active = inhibition mostly above about 37%, no sharp cut-off; inactive = mostly below about 20%;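 also: plate controls were negative control peptide for no effect and reference peptide for full effect; strong numbers were not always called active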
Vc quorum ag – inducers of Vibrio cholerae quorum light production without autoinducers, primary screen, BH1578 luxS cqsA deficient, single point; V. cholerae BH1578 lux reporter, luminescence, 6 h; activation, % at 18.7 µM; 350,000 tested, 0.16% active; AID 588436, 2011; in the data active = activation mostly above about 9.7%, no sharp cut-off; also: not every result past the cut was called active; inactives centre near 0; reference of the scale not given here
UGM FP inh – M. tuberculosis UGM enzyme inhibitors, primary screen, biochemical, fluorescence polarization, single point. purified UGM, fluorescence polarization probe displacement. inhibition, % at 10 µM. 320,000 tested, 0.06% active; in the data active = inhibition above about 10%, passing the limit was not always enough
BioA inh – M. tuberculosis BioA enzyme inhibitors, primary screen, biochemical, plate reader, single point, HTS; inhibition, % at 9.99 µM; 360,000 tested, 0.096% active; 7,8-diaminopelargonic acid synthase BioA (Mycobacterium tuberculosis); purified M. tuberculosis BioA enzyme; in the data active = inhibition above about 40%
VHR inh abs – VHR1 phosphatase inhibitors, primary screen, biochemical, absorbance, uHTS | Dual specificity protein phosphatase 3 (Homo sapiens), P51452 | recombinant VHR phosphatase, pNPP absorbance | inhibition, % at 13.3 µM | 290,000 tested, 0.52% active; in the data active = inhibition above about 50%; also: some compounds called inactive have numbers as strong as hits
Target sequence (P51452 whole entry, looked up): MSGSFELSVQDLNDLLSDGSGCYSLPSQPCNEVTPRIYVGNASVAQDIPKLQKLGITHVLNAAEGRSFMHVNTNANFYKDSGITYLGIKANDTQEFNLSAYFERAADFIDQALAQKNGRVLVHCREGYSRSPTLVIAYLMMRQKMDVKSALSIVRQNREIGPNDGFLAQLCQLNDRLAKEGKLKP
Rv3671c protease – Rv3671c serine protease inhibitors, primary screen, biochemical, fluorescence polarization, M. tuberculosis H37Rv; P9WHR9; inhibition, % at 5.96 µM; 320,000 tested, 0.048% active; in the data active = inhibition above about 38%;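 also: extracellular domain of Rv3671c used as enzyme; 0% = enzyme with DMSO and 100% = no enzyme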
Target sequence (P9WHR9 whole entry, looked up, the tested form may be a part): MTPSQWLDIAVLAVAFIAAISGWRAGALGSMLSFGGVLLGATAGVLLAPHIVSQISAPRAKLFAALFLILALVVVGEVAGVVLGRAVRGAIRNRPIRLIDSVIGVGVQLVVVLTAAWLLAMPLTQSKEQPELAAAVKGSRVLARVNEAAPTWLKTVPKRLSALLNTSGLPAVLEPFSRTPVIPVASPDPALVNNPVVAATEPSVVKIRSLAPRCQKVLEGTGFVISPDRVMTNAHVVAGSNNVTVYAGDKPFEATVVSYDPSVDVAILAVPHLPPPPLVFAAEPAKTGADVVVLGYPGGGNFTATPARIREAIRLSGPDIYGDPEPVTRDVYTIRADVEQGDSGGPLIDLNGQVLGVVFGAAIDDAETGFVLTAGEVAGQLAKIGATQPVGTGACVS
Numbers without * were called inactive; i = inactive; . = not tested or not shown; & = joins results of further samples.

Start of the listing, in advance:
molecule	FBA Mtb inh	3CLpro inhibitor	GDH-TPI inh	MazEF act	PriA SSB inh	Vc quorum ag	UGM FP inh	BioA inh	VHR inh abs	Rv3671c protease
CCN(CC)S(=O)(=O)c1cc([N+](=O)[O-])ccc1N=Nc1c(O)n(C)c2ccccc12	0	3	1	142*	-6	-0.3	-3.1	.	11	12
O=Cc1c(Cl)cccc1Cl	-1	.	2	6	-6	-0.4	2.8	-0.6	.	-5

Main list, from the start:
molecule	FBA Mtb inh	3CLpro inhibitor	GDH-TPI inh	MazEF act	PriA SSB inh	Vc quorum ag	UGM FP inh	BioA inh	VHR inh abs	Rv3671c protease
CCN(CC)S(=O)(=O)c1cc([N+](=O)[O-])ccc1N=Nc1c(O)n(C)c2ccccc12	0	3	1	142*	-6	-0.3	-3.1	.	11	12
O=Cc1c(Cl)cccc1Cl	-1	.	2	6	-6	-0.4	2.8	-0.6	.	-5
CSCC[C@H](NC(=O)Nc1cccc(C(F)(F)F)c1)C(=O)O	4	0	1	-3	-1	i	-1.8	-1.2	18	3
COc1ccc(/C=C2\CCn3c2nc2cc(C(=O)O)ccc2c3=O)cc1	0	-1	25	5	2	1.4	-5.5	9.3	14	-6
Nc1ccc(C(=O)N/N=C/c2cn(Cc3cccc(F)c3)c3ccccc23)cc1	2	5	32*	0	.	7.7	-1.1	-6.4	2	.
O=C1OC(Oc2ccccc2)(c2ccccc2)c2ccccc21 (configuration not stated)	-3	7	3	-2	-59	i	-2.2	-0.9	12	-5
COc1ccc([C@@H]2Sc3ccccc3N(CCN(C)C)C(=O)[C@@H]2OC(C)=O)cc1	2	-1	-3	6	0	8.3	2.0	1.0	-18	1
c1ccc(-c2sc3ccccc3c2-c2ccc(OCCN3CCCC3)cc2)cc1	5	.	11	9	29	-8.1	0.6	-5.7	.	-8
O=C(OCc1nc2ccccc2s1)c1ccco1	1	3	-8	5	-13	-0.3	-2.7	-4.1	8	2
O=C(Cc1ccccc1)OCCN1CCOCC1	-3	0	9	7	7	-0.7	-0.6	.	-7	4
COc1cc2nnn(-c3ccncc3)c2cc1OC	0	.	-2	3	.	-0.5	.	0.4	.	.
O=C(CN(Cc1ccccc1)S(=O)(=O)c1ccc2c(c1)OCCO2)N/N=C/c1cccc(Br)c1	-1	1	9	-5	.	-0.4	-2.0	.	-8	-61
CCOC(=O)CCn1c(=S)n(CCC(=O)OCC)c2ccccc21	0	2	2	-3	3	-0.8	1.2	.	17	-1
CCOC(=O)N1CCN(C(=O)CNC(=O)Cc2ccc(Cl)cc2)CC1	3	7	-10	5	-33	0.1	1.0	.	10	-10
COc1ccc(C(C#N)Nc2ccccc2C)cc1 (configuration not stated)	0	-2	4	-1	-5	-0.7	0.8	.	4	1
Cc1cccc(C(=O)OCC(=O)NC(=O)NCc2ccccc2)c1	1	.	2	10	3	-0.3	-0.1	0.7	.	5
COC(=O)c1ccc(CN2CCN(CC(C)C)C(CCO)C2)cc1 (configuration not stated)	-1	0	-2	-1	-6	-5.6	3.0	0.2	4	-4
CCCCN1C(=O)C(CC(=O)NCCCN(C)C)CC(C(=O)N(C)C)=C1C (configuration not stated)	1	.	4	6	.	-0.4	.	0.6	.	.
CCOC(=O)c1ccc(NC(=O)Nc2ncc(Cl)cc2Cl)cc1	.	0	.	.	.	.	2.8	.	19	0
Cn1cnnc1-c1cccc(NS(=O)(=O)c2ccc(N3CCCC3=O)cc2)c1	-1	-1	0	3	4	1.0	0.0	1.2	14	4
COc1ccc(CN2CCSCC2)c(OC)c1C	-1	0	12	2	4	-0.2	-2.1	1.2	17	.
CCc1ccc(/C=N/NC(=O)c2cc(-c3ccccc3OC)nc3ccccc23)s1	-2	4	12	-3	.	-15	0.5	-0.8	18	-8
Cc1cc(/C(N)=N/OC(=O)Nc2cccc(C(F)(F)F)c2)no1	3	-3	4	3	.	i	-1.2	-1.5	0	7
CCOC(=O)C1=C(C)N=c2s/c(=C\c3cccc(OCC(=O)O)c3)c(=O)n2C1c1ccccc1OC (configuration not stated)	6	1	9	0	.	i	2.8	-1.8	2	-10
CC(=O)Nc1cccc(NC(=O)c2ccc3c(c2)CCN3S(=O)(=O)c2ccccc2)c1	-2	1	-15	2	-4	-0.3	0.0	0.5	44	-36
Cc1ccc(NC(=O)CSc2nnc(C)n2-c2ccccc2)cc1	5	-2	7	3	2	3.0	0.2	-1.5	20	2
COc1ccc(OCCCC(=O)Nc2ccc(S(=O)(=O)N3CCOCC3)cc2)cc1	0	.	-4	2	8	0.1	-1.9	-0.3	.	-5
Cn1c(NC(=O)c2cccnc2)nc2ccccc21	-1	-2	19	6	-4	i	-0.8	.	25	5
Cc1ccc(C(=O)COc2nc(C)cc(C)c2C#N)cc1	0	5	10	-5	-7	1.0	-1.8	-1.7	10	-5
COc1cccc(C2CC(c3ccccc3Cl)n3nnnc3N2)c1 (configuration not stated)	3	6	3	-7	0	6.2	-2.2	24	15	-9
COc1ccc(C(=O)/C=C/c2ccsc2)cc1CSCC(=O)O	-2	4	22	8	4	0.3	-1.2	4.1	-11	-5
O=C1NC(=O)N(Cc2ccccc2)C(=O)/C1=C/N1CCCc2ccccc21	3	0	6	3	3	i	-0.2	-2.8	3	-7
COc1ccc(C2(C(=O)N3CCOCC3)CCOCC2)cc1OC	3	3	6	0	-19	-0.6	1.4	-0.2	21	-3
CC(C)c1nnc(NC(=O)c2ccc(N3C(=O)CCC3=O)cc2)s1	3	-2	3	8	-6&0&-4	-0.5	0.2	-1.9	8	3
CCCN1CCN(c2nc(-c3cccs3)nc3ccccc23)CC1	6	-1	13	6	-1	-0.4	-0.1	.	8	-6
CCCS(=O)(=O)NC(=O)C1(C)CCN(C(=O)Cc2cccc(OC)c2)C1 (configuration not stated)	2	.	13	.	.	-1.2	.	-1.0	.	.
CC1Cc2ccccc2N1C(=O)CSc1nnc(-c2ccccc2)c(-c2ccccc2)n1 (configuration not stated)	1	-1	14	1	10	-0.2	-0.2	1.7	10	2
O=C(CSc1ncn[nH]1)Nc1nsc(-c2ccccc2)n1	1	5	-1	-1	0&-11	-0.2	3.7	.	-1	1
CCOC(=O)c1cccc(NC(=O)C2CCCN(S(=O)(=O)c3c(C)n[nH]c3C)C2)c1 (configuration not stated)	2	1	12	2	-14	0.3	-0.3	-2.2	14	-6
Cc1ccc(-c2nnc(N3CCN(C(=O)c4cccs4)CC3)c3ccccc23)cc1	-2	-2	-1	-6	-7	-0.4	1.7	.	24	0

Whole records from above. Values in the order: FBA Mtb inh | 3CLpro inhibitor | GDH-TPI inh | MazEF act | PriA SSB inh | Vc quorum ag | UGM FP inh | BioA inh | VHR inh abs | Rv3671c protease
CCOC(=O)CCn1c(=S)n(CCC(=O)OCC)c2ccccc21 is entered as 0 | 2 | 2 | -3 | 3 | -0.8 | 1.2 | . | 17 | -1
COc1cc2nnn(-c3ccncc3)c2cc1OC is entered as 0 | . | -2 | 3 | . | -0.5 | . | 0.4 | . | .

(cont.)
molecule	FBA Mtb inh	3CLpro inhibitor	GDH-TPI inh	MazEF act	PriA SSB inh	Vc quorum ag	UGM FP inh	BioA inh	VHR inh abs	Rv3671c protease
COc1ccccc1CN1C(=O)c2ccccc2C1C(=O)NC1CCC(C)CC1 (configuration not stated)	-2	1	4	9	0	i	-0.3	.	20	-4
COc1cc(S(=O)(=O)Nc2ccc(C(=O)NCC(=O)O)cc2)ccc1NC(C)=O	0	2	-3	7	13	-1.1	-1.0	-2.2	8	9
COCCNC(=O)c1cn(Cc2c(F)cccc2Cl)nn1	4	4	10	5	-14	i	-1.0	.	11	-1
CCN(CC)Cc1cc(O)c(CN(CC)CC)cc1O	-1	-4	2	0	-6	-0.3	.	.	29	.
C[C@H](CO)N1C[C@H](C)[C@H](CN(C)C(=O)c2ccc3ccn(C)c3c2)OCc2cnnn2CCCC1=O	1	.	2	2	.	i	.	-0.9&-0.2	.	.
CCOC(=O)NC(Nc1nnc(C)s1)(C(=O)OCC)C(F)(F)F (configuration not stated)	0	1	-6	8	3	-1.3	-3.1	-1.3	26	-3
COc1cc(C(=O)NCCC2=CCCCC2)cc(OC)c1OC	1	4	-1	4	-20	5.9	-1.0	0.2	7	-4
CC(C)(C)c1ccc(C(=O)NCCCNC(=O)c2ccccn2)cc1	6	4	4	7	10	i	0.6	0.7	-4	1
Cc1cc(C)n2nc(C(=O)NCCc3ccccc3)nc2n1	12	2	6	0	-1	0.9	1.6	0.5	12	-9
CCOc1ccc(N(CC(=O)NC2CCCCC2)C(=O)CCCC(=O)Nc2ccccn2)cc1	2	5	5	-23	-16	-0.1	2.1	.	16	2
Cc1c(CCOC(=O)CC23CC4CC(CC(C)(C4)C2)C3)sc[n+]1Cc1ccc([N+](=O)[O-])cc1	-1&-1	-3	5&16	22&10	6	0.1	-0.5	1.1	-2	-11
Cc1cccc(OCc2nc(-c3cccnc3)no2)c1	-3	4	7	1	-9	-0.4	-2.5	1.8	-5	3
Cc1ccc(-c2nnc3n2N=C(c2ccccc2Br)CS3)cc1	0	-3	7	3	1	i	1.4	1.9	10	-16
COc1ccc(-c2cc(C(F)(F)F)nc(SCCC(=O)N3CCCC3)n2)cc1	6	3	6	19	-4	-0.2	0.9	.	22	0
CN(C)CCCNC(=O)c1cc(C(=O)Cc2ccc(Cl)cc2)c[nH]1	0	-6	8	7	-3	i	1.6	-0.2	6	1
OC(CNCc1ccccc1)COCc1ccc(Cl)cc1 (configuration not stated)	-1	-1	-1	4	-8	-0.3	-1.0	2.7	7	6
CCn1c(SCC(=O)Nc2nc(C)cs2)nnc1-c1cccnc1	0	-2	2	-5	-8	-1.4	2.0	1.6	2	-2
COc1cc(Nc2ccccn2)cc(C(=O)Nc2cccc(C(F)(F)F)c2)c1	6&4	.	6&9	1&3	-3	-0.4&-0.3	3.0	-1.5&-1.0	4	-18
Cc1cnc(CNC(=O)c2ccc3oc(Cc4ccc(Cl)cc4)nc3c2)cn1	3	-4	-1	0	-2	7.7	0.6	0.2	23	-5
C=CCn1ccc2c([N+](=O)[O-])cccc2c1=O	2	7	4	1	-4	-0.4	-1.3	.	20	2
CC(CCc1ccccc1)NC(=O)c1cncc(Br)c1 (configuration not stated)	-3	0	-4	2	-18	.	-2.0	0.6	20	6
Cc1ccccc1Cn1c(CN2CCN(C(=O)c3ccco3)CC2)nc2c1c(=O)n(C)c(=O)n2C	4	.	8	8	-6	-0.1	-1.8	1.5	-2	4
CNCCCc1ccccc1	-9	-3	-4	-2	-16&-16	-1.6	-1.1	-0.6	24	-2
Cc1noc(C)c1NC(=O)N(C)C[C@H]1OCCCC[C@@H](C)Oc2ccc(NC(=O)c3ccccc3)cc2C(=O)N([C@H](C)CO)C[C@@H]1C	5	.	0	0	.	i	.	-2.5&0.3	.	.
Cc1ccccc1N(Cc1cc(=O)[nH]c2ccccc12)C(=O)CCl	3	8	13	.	.	-0.5	1.1	-1.5	13	9
O=[N+]([O-])c1ccccc1Nc1ccccc1[N+](=O)[O-]	2	.	7	7	0	i	.	-0.6	.	.
CCCSc1nsc(SCCC)c1C(N)=O	-2	0	8	-4	-9	-0.2	-0.7	-0.9	28	2

Bioassay records (PubChem)

These rows are one share of the data. The share of hits here may be higher or lower than overall.
